Source: PubChem BioAssay (National Center for Advancing Translational Sciences (NCATS))
Coupling enz: inhibits coupling enzyme system, counter-screen for aldolase hits; 290,000 tested, 0.67% active; activity change, negative = inhibition, % at 58.2 µM, hits read low; coupling enzyme system counterscreen, AmpLite Red fluorescence; in the data active = activity change below about -30%
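Final compound at 57.5 uM, incubated 10 min at RT with coupling enzyme reagent (glyceraldehyde-3-phosphate), then 20 min with substrate and AmpLite Red detection. Fluorescence read at 525/598 nm; tests interference with the coupling assay, not aldolase inhibition.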
An asterisk follows results filed as active; & = joins results of further samples. % is scaled to controls: 0 for no effect and ±100 for the full control effect. An excerpt, so the mix of outcomes need not match the whole.

SMILES	Coupling enz
CCCCCCCC/C=C\CCCCCCCC(=O)NCC(=O)O	1
CN1CCN(c2nc(-c3cccc(C#N)c3)nc3ccccc23)CC1	0
COc1cccc2oc(-c3ccccc3)cc(=O)c12	-3&1
CCOc1ccc(C=C2SC(=O)N(CCN)C2=O)cc1	-2
Cn1c(=O)c(-c2cccs2)nc2cnc(Oc3ccccc3)nc21	-1
COc1ccc2[nH]cc(CCNc3ncnc4ccc(-c5ccccc5OC)cc34)c2c1	-2
C=C1C2CC[C@@]3(C)C(c4ccoc4)OC(=O)C[C@@]13OC1CC(O)C(C)(C)C(CC(=O)OC)[C@@]12C (stereo not given in full)	4&1
CC[C@H](C)[C@H](NC(=O)[C@H](Cc1ccc(O)cc1)NC(=O)[C@@H]1CCCN1C(=O)[C@@H](NC(=O)[C@@H](N)CCCCN)[C@@H](C)CC)C(=O)N[C@@H](CC(C)C)C(=O)O	0
O=c1c(O)cc(C2Oc3cc(O)cc(O)c3CC2O)cc2c(C3Oc4cc(O)cc(O)c4CC3O)cc(O)c(O)c12 (stereo not given)	-75*
Cc1cc(CNC(=O)[C@H](C)[C@H]2C[C@]2(C)[C@H](NC(=O)OCc2ccccc2)c2ccccc2)nn1C	5
Cc1noc(C)c1C(=O)N1CCC[C@@]2(CCN(Cc3ccc(C#N)cc3)C2)C1	-1
COC(=O)c1ccc(C(NC(=O)OCc2ccccc2)/C(=C/[C@@H](C)C(=O)NCc2cc(C)on2)c2cccnc2)cc1 (stereo not given in full)	3
CC1(C)C(=O)C=C[C@]2(C)C1CC(=O)[C@]1(C)C2CC[C@@]2(C)C(c3ccoc3)OC(=O)C3O[C@@]321 (stereo not given in full)	0
CCCCC/C=C\C[C@@H](O)/C=C/C=C\CCC(=O)O	4
CC(=O)[C@H](CC(C)C)NC(=O)[C@@H](CC(C)C)NC(=O)[C@H](CC(C)C)NC(=O)OCc1ccccc1	2
CN(C)c1ccc(-c2nc(N(C)C)c3ccccc3n2)cc1	-6
COc1ccccc1-c1nccc(NCc2cccs2)n1	0
Cc1cccc(CNc2ccnc(-c3ccoc3)n2)c1	-3
CC12C=CC(=O)C=C1CCC1C2=CCC2(C)C1CC[C@@H]2C(=O)CN1CCN(c2cc(N3CCCC3)nc(N3CCCC3)n2)CC1 (stereo not given in full)	-38*
Cc1nc2cnc(Nc3ccccc3)nc2n(C)c1=O	0
CO[C@@H](C(C)C)[C@@H](C)[C@@H]1OC(=O)C[C@@H]1O	-2
CC1CCC2C(=O)N3C(CCC(C)[C@@H]3c3ccc(-c4ccco4)cc3)C(=O)N2C1c1cccc(N2CCCC2=O)c1 (stereo not given in full)	1
COc1ccccc1CNc1ncnc2ccc(-c3cccc(C#N)c3)cc12	0
COC(=O)Nc1ccc2[nH]cc(CCNC(C)=O)c2c1	0&-1
CSc1ccc(/C=C2/C(C)=C(CC(=O)O)c3cc(F)ccc32)cc1	10

2 records picked at random from the list so far:
SMILES	Coupling enz
Cn1c(=O)c(-c2cccs2)nc2cnc(Oc3ccccc3)nc21	-1
COc1ccccc1-c1nccc(NCc2cccs2)n1	0

Further compounds
SMILES	Coupling enz
COc1cccc(Cn2c(=O)c(-c3ccc(Cl)cc3)nc3cnc(OC)nc32)c1	-1
COc1ccc2c(c1)C(c1cc(OC)c(OC)c(OC)c1)CC(=O)O2 (stereo not given)	-5
COc1ncc2nc(-c3ccc(Cl)cc3)c(=O)n(CCC#N)c2n1	0
Cc1ccc(CN2C(=O)C[C@@H](NS(=O)(=O)c3ccc4ccccc4c3)C/C=C\C2c2ccc(C)cc2)cc1 (stereo not given in full)	-2
O=c1c(-c2cc(F)cc(F)c2)nc2cnc(N3CCOCC3)nc2n1Cc1cccs1	1
COc1ccc(C2Oc3cc(OC)cc(OC)c3CC2O)cc1 (stereo not given)	3
Cc1nc(NC2CCCCC2)c2nc(-c3ccccc3)n(CC3CCN(C)CC3)c2n1	2
CNc1nc(-c2c(C)noc2C)nc2ccccc12	1
CN(C)c1ccc(/C=C2/C(=O)Nc3ccccc32)cc1	-4
COc1cc(/C=C/C(=O)N2CCCCC2=O)cc(OC)c1OC	4
CC1COC(=O)O1 (stereo not given)	-1
NC1=NC2C(N=C(Br)N2[C@@H]2O[C@H]3COP(=O)(O)O[C@@H]3[C@@H]2O)C(=O)N1 (stereo not given in full)	-1
COc1ccc(C(=O)N2CCC[C@@]3(CCN(c4ccncc4)C3)C2)cc1	1
CC(C)NC(=O)N1CC[C@@]2(CCCN(S(C)(=O)=O)C2)C1	-1
CCC/C=C(\CCC)C(NS(=O)(=O)c1cccc2cccnc12)c1ccc(-c2ccccc2)cc1 (stereo not given)	-9
COCC(=O)N1CCC[C@@]2(CCN(C(=O)Nc3cccc(F)c3)C2)C1	1
C=C1c2c(Cl)ccc(O)c2C(O)=C2C(=O)[C@]3(O)C(O)=C(C(N)=O)C(=O)C(N(C)C)C3C(O)C12 (stereo not given in full)	-12
O=C(c1cnccn1)N1CCC[C@@]2(CCN(c3ncccn3)C2)C1	0
COc1cccc(Nc2ncc3nc(C)c(=O)n(CCC#N)c3n2)c1	-8
CC[C@H](C)N	0
Nc1ccc(C(=O)O)c(O)c1 (tested in a mixture with another compound)	-5
COC(=O)C1=C(C(=O)OC)[C@@H]2N(Cc3ccccc3)c3ccccc3[C@@]23C[C@@H](C(=O)OC)N(S(=O)(=O)c2ccc(Br)cc2)C3=N1	-1
COC(=O)c1nnc(C(=O)N(C)Cc2ccccc2)c2[nH]c3ccccc3c12	-7
Cc1cccc(C(=O)N2CCC(=O)N([C@H](COCc3cccc(Cl)c3)Cc3ccccc3)CC2)c1	1
CCCC[P+](CCCC)(CCCC)Cc1ccc(NC(=O)[C@@H](Cc2ccc3ccccc3c2)NC(=NC2CCCCC2)NC2CCCCC2)cc1	2
The listing continues.
SMILES	Coupling enz
CC(C)c1c(O)ccc2c1CCC1[C@@](C)(CO)CCC[C@@]21C (stereo not given in full)	4
COc1ccccc1-c1ccc2ncnc(NCc3ccccc3)c2c1	0
CS(=O)(=O)N1CCC[C@@]2(CCN(c3ncccn3)C2)C1	2
C[C@H]1Cc2c(COc3ccccc3)nc3c(c2CO1)CN(C(=O)c1ccco1)CC3	1
CC[C@H](C)[C@H](NC(=O)[C@H](CCCNC(=N)N)NC(=O)[C@@H]1CCCN1C(=O)[C@H](Cc1ccccc1)NC(=O)[C@H](Cc1cnc[nH]1)NC(=O)[C@H](CCCNC(=N)N)NC(=O)[C@@H](NC(=O)[C@H](C)NC(=O)[C@H](CCC(=O)O)NC(=O)[C@H](CC(N)=O)NC(=O)[C@@H](N)CCCCN)C(C)C)C(=O)N[C@@H](Cc1c[nH]c2ccccc12)C(=O)N[C@@H](CC(C)C)C(=O)O	-1
COc1cc2c(Nc3ccc(NC(=O)c4ccccc4)cc3)ncnc2cc1OCCCN1CCOCC1	2
Cc1cc(C)c(-c2cc([C@H](C)O/N=C\[C@@H](C)[C@H](OCc3ccccc3)C(C)C)on2)c(C)c1	1
COc1ccc2c(c1)O[C@H](c1ccc3c(c1)OCO3)[C@@H](OC(=O)NC1CCCC1)C2=O	1
COCC(=O)N1CCC[C@@]2(CCN(C(c3ccccc3)c3ccccc3)C2)C1	-2
COCC(=O)N1CCC2(CC1)CCN(C(=O)Nc1ccc(OC)cc1)CC2	1
c1ccc2nc(C3=NCCN3)cnc2c1	2
COC(=O)[C@H]1C(OC)[C@@H](OC(=O)c2cc(OC)c(OC)c(OC)c2)C[C@@H]2CN3CCc4c([nH]c5cc(OC)ccc45)[C@H]3C[C@H]21 (stereo not given in full)	-13
CN(C)Cc1ccccc1-c1cc(NCc2cccs2)ncn1	2
CC(C)N(Cc1ccccc1)C(C)C (tested in a mixture with another compound)	3
O=C(c1ccncc1)N1CCC2(CC1)CN(c1ccc(-c3ccccc3)cc1)C2	0
COC(=O)c1c(C)cc(OC(=O)c2c(C)cc(O)c(C=O)c2O)c(C)c1O	1
COC(=O)CCCC1=CC2=CC(=O)C(C)(OC(=O)c3cccs3)C(=O)C2=CN1c1ccc(CO)cc1 (stereo not given)	2
O=C(Nc1ccc2ccccc2c1)[C@H]1C[C@@H]1[C@H](NP(=O)(c1ccccc1)c1ccccc1)c1ccccc1	-4
COc1ccccc1CNc1cc(-c2cccc(NS(C)(=O)=O)c2)ncn1	9
Cc1ccc2c(=O)c3cccc(CC(=O)O)c3oc2c1C	13
COCC(=O)N1CCC2(CCCN(c3ccccc3)C2)CC1	-1
COc1ccc(C(=O)N2CCC[C@@]3(CCN(C(=O)NC(C)C)C3)C2)cc1	4
C=CC(C)(C)c1[nH]c2ccccc2c1C1=C(O)C(=O)C(c2c[nH]c3c(CC=C(C)C)cccc23)=C(O)C1=O	9
COc1ccc2c(c1)O[C@@H](c1ccc3c(c1)OCO3)[C@H](OC(=O)NCCOc1ccccc1)C2=O	2
CCNc1ncc2nc(CCc3ccccc3)c(=O)n(Cc3ccc(F)cc3)c2n1	1
Other records:
SMILES	Coupling enz
COc1ccccc1CNc1cc(-c2ccccc2Cl)ncn1	1
CC(C)[C@@H](OCc1ccccc1)[C@H](C)/C=N\O[C@@H](C)c1cn([C@@H]2COC[C@@H]2O)nn1	-1
COc1ccc(C(OCCN2CCC[C@@H](C(=O)O)C2)(c2ccc(OC)cc2)c2ccc(OC)cc2)cc1	0
COc1ccc(C2=Nn3c(nnc3-c3ccccc3O)SC2)cc1	-2
NCCCCCCNS(=O)(=O)c1ccc2c(Cl)cccc2c1	2
COc1ccc(-c2nc3cnc(OC)nc3n(CCc3ccccc3)c2=O)cc1	4
CS(=O)(=O)Nc1cccc(-c2nc(-n3ccnc3)c3ccccc3n2)c1	2
O=c1c(-c2ccc(Cl)cc2)nc2cnc(N3CCNCC3)nc2n1Cc1ccc(F)cc1	0
CC(C)C[C@@H](CC(=O)N[C@@H](CCC(=O)O)CC(=O)O)NC(=O)[C@@H]1CCCC[C@H]1NC(=O)C[C@@H](NC(=O)C[C@H](Cc1ccccc1)NC(=O)[C@@H]1CNCC[C@H]1N)C(C)C	-1
FC(F)(F)c1ccccc1-c1cc(NCc2ccccc2)ncn1	4
C=CCC(C)(NCc1ccccc1)C(=O)OCC (stereo not given)	-1
O=C(c1cccc(F)c1)N1CCC2(CC1)CN(c1ccccn1)C2	1
C[C@H]1C(c2ccccc2)=NN(c2ccccc2)[C@@H]1CO	0
COc1ccc2c(c1)OC(=O)CC2c1ccc2c(c1)OCO2 (stereo not given)	2
COc1ncc2nc(C)c(=O)n(C3CC3)c2n1	3
Cc1cc(C)cc(-c2cc3c(c(-c4c(O)c(-c5cc(C)cc(C)c5)cc5c4CCCC5)c2O)CCCC3)c1	1
O=C(c1cccc(F)c1)N1CCC2(CCCN(c3ccncc3)C2)CC1	5
COc1cccc(-c2cc(=O)c3cc(O)ccc3o2)c1	1
CCCNC(=O)OC[C@@H]1O[C@H](CCO/N=C\C[C@H]2C=C[C@H](OC(C)=O)[C@@H](COC(C)=O)O2)C=C[C@@H]1Oc1ccc(OC)cc1	0
O=c1cnc2cnc(Oc3cccc(Cl)c3)nc2n1Cc1ccc(F)cc1	4
Cc1noc(C)c1-c1nc(NCCN2CCOCC2)c2ccccc2n1	2
COc1ccc(CNc2ncncc2-c2ccc(C(=O)N(C)C)cc2)c(OC)c1	1
C#CC(C)OC(=O)c1nnc2c3ccccc3n(COC)c2n1 (stereo not given)	0
CC1(O)C(=O)C=C2C=C(CCCCOCc3ccccc3)OC=C2C1=O (stereo not given)	0
CCCCC/C=C\C/C=C\C/C=C\CCCCCCC(=O)NCCCC(=O)O	-1

An excerpt of these results, in markdown:
| canonical_smiles | Coupling enz |
| --- | --- |
| FC(F)(F)c1ccccc1-c1cc(NCc2ccccc2)ncn1 | 4 |
| C=CCC(C)(NCc1ccccc1)C(=O)OCC (stereo not given) | -1 |
| O=C(c1cccc(F)c1)N1CCC2(CC1)CN(c1ccccn1)C2 | 1 |
| C[C@H]1C(c2ccccc2)=NN(c2ccccc2)[C@@H]1CO | 0 |
| COc1ccc2c(c1)OC(=O)CC2c1ccc2c(c1)OCO2 (stereo not given) | 2 |
| COc1ncc2nc(C)c(=O)n(C3CC3)c2n1 | 3 |
| Cc1cc(C)cc(-c2cc3c(c(-c4c(O)c(-c5cc(C)cc(C)c5)cc5c4CCCC5)c2O)CCCC3)c1 | 1 |
| O=C(c1cccc(F)c1)N1CCC2(CCCN(c3ccncc3)C2)CC1 | 5 |
| COc1cccc(-c2cc(=O)c3cc(O)ccc3o2)c1 | 1 |
| CCCNC(=O)OC[C@@H]1O[C@H](CCO/N=C\C[C@H]2C=C[C@H](OC(C)=O)[C@@H](COC(C)=O)O2)C=C[C@@H]1Oc1ccc(OC)cc1 | 0 |
| O=c1cnc2cnc(Oc3cccc(Cl)c3)nc2n1Cc1ccc(F)cc1 | 4 |
| Cc1noc(C)c1-c1nc(NCCN2CCOCC2)c2ccccc2n1 | 2 |
| COc1ccc(CNc2ncncc2-c2ccc(C(=O)N(C)C)cc2)c(OC)c1 | 1 |
| C#CC(C)OC(=O)c1nnc2c3ccccc3n(COC)c2n1 (stereo not given) | 0 |
| CC1(O)C(=O)C=C2C=C(CCCCOCc3ccccc3)OC=C2C1=O (stereo not given) | 0 |
| CCCCC/C=C\C/C=C\C/C=C\CCCCCCC(=O)NCCCC(=O)O | -1 |

Going on with the list:
SMILES	Coupling enz
CC(C)C(C)/C=C/C(C)C1CCC2C3=CC=C4CC(O)CCC4(C)C3CCC21C (stereo not given)	-2
CC(=O)N1CCC2(CC1)CN(C(c1ccccc1)c1ccccc1)C2	0
CCCNC(=O)OC[C@@H]1O[C@H](CCO/N=C2\c3cc(OC)ccc3O[C@H](c3cccc(OC)c3)[C@H]2O)C=C[C@@H]1Oc1ccc(OC)cc1	0
COCC1C2CC[C@H]3C(OCc4ccc(OC)cc4)OC[C@]4(C)[C@H]3C2=C(CN4C(=O)OC(C)(C)C)[C@H](C)C1COC (stereo not given in full)	-9
Cc1ccccc1-c1ccc2ncnc(N3CCNCC3)c2c1	0
Oc1ccc2c(c1)OC(c1ccc(O)c(O)c1)C(O)C2 (stereo not given)	-5
CS(=O)(=O)N1CCC2(CCN(C(=O)Nc3cccc(F)c3)CC2)CC1	3
COc1cccc(Nc2ncc3nc(CCc4ccccc4)c(=O)n(C4CC4)c3n2)c1	0
COc1ccc(CNc2cc(-c3ccoc3)ncn2)c(OC)c1	-2
